SENP1 inh: human SENP1 catalytic domain inhibitors, primary screen, biochemical, FRET, uHTS. AID 624204, 2012. inhibition, % at 10 µM. Sentrin-specific protease 1 (Homo sapiens), Q9P0U3. recombinant SENP1 catalytic domain, CyPet-SUMO1-YPet FRET cleavage. 360,000 compounds, 0.21% hits;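 active means inhibition at least 30% at 10 µM, raw YFP signal under a set limit, fluorescence ratio 0.5 to 1.5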;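 further: 0% = enzyme with DMSO and 100% = no enzyme wells; some results filed as inactive read as strong as hits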
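Compound: 10 µM single point, 0.5% DMSO; Test system: hSENP1 catalytic domain, recombinant; Timing: 50 min reaction at room temperature; Technique: FRET, CFP and YFP emission; Control set: no-enzyme wells low, DMSO-plus-enzyme wells high control.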
SENP6 inh: SENP6 protease inhibitors, primary screen, biochemical, luminescence, uHTS; Sentrin-specific protease 6 (Homo sapiens), Q9GZR1; Recombinant SENP6 catalytic domain, aminoluciferin luminescence; inhibition, % at 10 µM; 330,000 compounds, 1.8% hits; AID 2599, 2010;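 active means inhibition above about 50% at the single tested dose, limit read from the data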;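 further: plate controls were DMSO wells with enzyme for no effect and DMSO wells lacking enzyme for full effect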
SENP8 block-1: human SENP8 protease inhibitors, primary screen, biochemical, fluorescence, Nedd8 protein substrate, uHTS; Sentrin-specific protease 8 (Homo sapiens), Q96LD8; 360,000 compounds, 0.64% hits; recombinant SENP8; inhibition, % at 20 µM; AID 602440, 2012; in the data active means inhibition mostly above about 40%, no sharp cut-off; inactive means mostly below about 27%
Apaf1 inhib: inhibitors of human Apaf-1 apoptosome, primary screen, biochemical, DEVD-Rh110 fluorescence, uHTS. Apoptotic protease-activating factor 1 (Homo sapiens), O14727. reconstituted apoptosome caspase-3 activity. inhibition, % at 20 µM. 330,000 compounds, 0.71% hits. AID 489030, 2010; active means inhibition of at least 40% at 20 µM;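 further: plate controls were DMSO wells for no effect and DEVD-CHO caspase inhibitor wells for full effect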
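Material: reconstituted apoptosome with Apaf-1, cytochrome c, caspase-9, procaspase-3, dATP. Technique: Rh110 fluorescence intensity. Buffer or medium: pH 7.5 Hepes buffer with CHAPS, BSA, DTT. Times: 30 min plus 50 min, RT.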
SENP8 block-2: SENP8 protease inhibitors, primary screen, biochemical, luminescence. Sentrin-specific protease 8 (Homo sapiens), Q96LD8. purified SENP8, Z-RLRGG-aminoluciferin cleavage. inhibition, % at 10 µM. 330,000 compounds, 1.2% hits. AID 2540, 2010; in the data active means inhibition above about 50%
UBC13 polyUb: UBC13 polyubiquitin chain formation inhibitors, primary screen, biochemical, TR-FRET, uHTS. 330,000 compounds, 0.47% hits. inhibition, % at 20 µM. Ubiquitin-conjugating enzyme E2 N (Homo sapiens), P61088; in the data active means inhibition above about 45%, passing the limit was not always enough; inconclusive means no clear call, values can overlap the other calls
APOBEC3G inh: APOBEC3G DNA deaminase inhibitors, primary screen, biochemical, fluorescence, single-stranded DNA substrate, uHTS; inhibition, % at 20 µM; DNA dC->dU-editing enzyme APOBEC-3G (Homo sapiens), Q9HC16; AID 493012, 2011; 330,000 compounds, 0.28% hits; recombinant A3G, ssDNA deamination FAM/TAMRA fluorescence;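 active means inhibition of at least 40% at 20 µM, with no more than 30% in the related APOBEC3A deaminase screen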;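 further: plate controls were DMSO wells with A3G for no effect and wells lacking A3G enzyme for full effect; some compounds called inactive have numbers as strong as hits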
SENP7 block: SENP7 protease inhibitors, primary screen, biochemical, luminescence, uHTS; Sentrin-specific protease 7 (Homo sapiens), Q9BQF6; recombinant SENP7, Z-RLRGG-aminoluciferin luminescence, 40 min; inhibition, % at 5 µM; 330,000 compounds, 1.5% hits; AID 434973, 2010;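 active means inhibition above about 50% at the single test dose, limit read from the data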;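 further: plate controls were DMSO with enzyme for no effect and no enzyme buffer wells for full effect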
Numbers without * were called inactive; ? = inconclusive; · = not tested or not shown.

SMILES | SENP1 inh | SENP6 inh | SENP8 block-1 | Apaf1 inhib | SENP8 block-2 | UBC13 polyUb | APOBEC3G inh | SENP7 block
CCN1CCN(Cc2ccc(NC(=O)c3cc(NC(=O)c4ccc5n[nH]nc5c4)cc(OC)c3)cc2C(F)(F)F)CC1 | -3 | -65 | 0 | 7 | -43 | 13 | -7 | -10
CCN(CC(=O)NCc1ccc(F)cc1)C(=O)/C=C/c1cccs1 | 5 | 7 | -9 | -3 | 2 | -9 | -3 | 5
CN1CCN(C(=S)c2ccc(N(C)C)cc2)CC1 | 2 | -13 | 6 | 1 | -11 | -10 | 22 | -11
CCOC(=O)N1CCN(c2c(NCCCOC(C)C)c(=O)c2=O)CC1 | 1 | -4 | 21 | 0 | -2 | -10 | -4 | -8
COc1ccc(-c2csc(NC(=O)CCn3cnc4ccccc4c3=O)n2)cc1OC | 0 | -15 | 25 | -9 | 0 | 19 | -9 | 0
COc1ccccc1C(=O)Oc1ccc2ccc(=O)oc2c1 | -119 | -41 | -323 | 1 | -10 | 9 | -3 | 1
CCn1c(CNS(=O)(=O)c2ccc(Cl)cc2)n[nH]c1=S | 3 | -8 | 6 | 2 | -6 | -5 | 30 | 8
C=CCSC1=NNC(c2ccc(C(C)(C)C)cc2)=NN1 | 2 | -10 | 6 | 6 | 1 | 7 | -3 | 0
CC1CCN(C(=O)c2ccc3c(c2NCCO)C(=O)c2ccccc2C3=O)CC1 | 2 | 5 | 35 | 4 | 6 | -363 | 3 | 3
O=C(O)CCCC(=O)Nc1ccc(C(=O)N2CCCCC2)c(Cl)c1 | 1 | -15 | 12 | 7 | 1 | -18 | -9 | -9
CCC(C)NC(=O)Cn1c(=O)n(-c2ccccc2)c(=O)c2ccc(C(=O)NCc3ccco3)cc21 (stereo unspecified) | 2 | -8 | -2 | -6 | 0 | 3 | -2 | 2
COc1ccc(C(C)=O)cc1COC(=O)c1cnc(C)cn1 | -4 | -8 | 29 | -11 | -4 | 0 | -5 | -3
Cc1ccc(S(=O)(=O)N(C)C)cc1NC(=O)CSc1ncn[nH]1 | 2 | 1 | 9 | -10 | -6 | 3 | -8 | -5
CCOC(=O)c1nnn(CC(=O)N2N=C(c3ccccc3)CC2c2ccccc2)c1C(=O)OCC (stereo unspecified) | -4 | -10 | 7 | 28 | -8 | -3 | -6 | -18
CN(C)S(=O)(=O)c1ccc(NS(=O)(=O)/C=C/c2ccccc2)cc1 | -1 | -7 | 0 | 7 | -7 | -3 | -2 | 3
CCn1c(SCC(=O)Nc2ccc(S(=O)(=O)Nc3ccccn3)cc2)nnc1-c1ccncc1 | 1 | -2 | -100 | 1 | -4 | 3 | 4 | 6
COc1ccc(C)cc1NC(=O)C(c1ccccc1)N1CCNC(=O)C1 (stereo unspecified) | -1 | -19 | 17 | 2 | -4 | -6 | -5 | -10
COc1ccc(OC)c(S(=O)(=O)N(C)CC(=O)Nc2ccccc2OC)c1 | 2 | 2 | 11 | 0 | 2 | 16 | -6 | 1
CCN(C(=O)COC(=O)CNC(=O)c1ccccc1C)C1=CCCCC1 | -5 | -21 | -8 | 14 | -23 | -9 | -7 | -7
CC1(C)CC(=O)C(CC2=C(O)CC(C)(C)CC2=O)=C(O)C1 | -1 | 14 | 2 | -8 | 1 | 14 | -1 | 0
N#Cc1c(-c2ccco2)nc(SCc2ccc(F)cc2)[nH]c1=O | -1 | -5 | -33 | 2 | -10 | ? | -4 | -2
S=C(NCc1ccccc1Cl)NC1CCCC1 | 1 | 11 | 22 | -6 | 1 | 11 | 2 | 6
COc1ccc(C(CNC(=O)COc2ccccc2C#N)N2CCOCC2)cc1 (stereo unspecified) | -1 | -3 | 6 | -4 | -3 | -11 | -4 | 10
CCOC(=O)c1sc2nc(CSCC(=O)OCc3ccc(C(=O)OC)o3)[nH]c(=O)c2c1C | 5 | 0 | -94 | 6 | -12 | -10 | -8 | -5
NNC(=O)c1nn(-c2ccccc2)cc1O | · | -5 | · | -8 | 0 | 15 | -10 | 1

Individual results from above.
Value of COc1ccc(C(CNC(=O)COc2ccccc2C#N)N2CCOCC2)cc1 (stereo unspecified) under SENP7 block: 10
Value of CCn1c(CNS(=O)(=O)c2ccc(Cl)cc2)n[nH]c1=S under SENP8 block-1: 6

(listing goes on)
SMILES | SENP1 inh | SENP6 inh | SENP8 block-1 | Apaf1 inhib | SENP8 block-2 | UBC13 polyUb | APOBEC3G inh | SENP7 block
O=S(=O)(Nc1cccc2cccnc12)c1ccccc1 | 0 | -11 | 7 | 13 | 7 | -17 | -5 | 2
O=C(/C=C/c1ccccc1[N+](=O)[O-])NCc1ccccc1Cl | 1 | -29 | 1 | -2 | 1 | -2 | -3 | -3
Cc1ccc(S(=O)(=O)NCc2cn3ccccc3n2)c(C)c1 | 2 | -5 | 5 | -4 | -9 | 7 | -5 | -4
CC(C)Oc1ccccc1/C=N/n1nnnc1N | 0 | -11 | -39 | -13 | 0 | 4 | 9 | 5
CSc1nnc(Nc2ccccc2C)s1 | 2 | -13 | 5 | -2 | -3 | 1 | -4 | 12
Cc1ccc(-c2cc(N)n(-c3ccc(F)cc3)n2)cc1 | 4 | -38 | 9 | -11 | -16 | 12 | -8 | 0
Cc1cccc(NC(=O)CSc2nc3[nH]c(=O)cc(O)c3s2)c1 | -9 | -7 | -1 | 18 | -11 | -27 | -7 | -10
Cc1c(C(=O)NNC(=O)c2csc(N3CCOCC3)n2)oc2ccccc12 | 4 | -1 | -33 | -3 | 9 | -10 | -4 | 1
O=C(Nc1ccc(Cl)cc1)OCCn1nnnc1C(c1ccccc1)N1CCOCC1 (stereo unspecified) | 2 | -8 | 11 | 15 | 6 | 2 | -2 | 5
O=C(Nc1ccc(Cl)cc1)c1nc[nH]c1C(=O)N1CCN(c2ccccc2)CC1 | 0 | -7 | 13 | 21 | -4 | -7 | -5 | -11
C=CCn1c(-c2cccc(OC)c2)n[nH]c1=S | 1 | 14 | -25 | 4 | 3 | 10 | 51* | 3
CC(C)N(CCc1ccncc1)C(=O)Nc1ccc(Cl)c(Cl)c1 | 1 | -9 | 18 | 3 | -11 | 8 | -4 | 2
O=[N+]([O-])c1ccc(CN2CCN(c3ccccc3Cl)CC2)o1 | -8 | -5 | 16 | 6 | -3 | -8 | 3 | 1
Cc1sc(NC(=O)c2c(F)cccc2F)nc1-c1ccccc1 | 0 | 12 | 14 | 8 | 1 | -8 | -6 | -9
CC1CN(C2CCN(C(=O)c3ccccc3Cl)CC2)CC(C)O1 (stereo unspecified) | 2 | -13 | 7 | 5 | -1 | 5 | -9 | 0
O=C(CN1C(=O)NC2(CCCCCC2)C1=O)Nc1ccc([N+](=O)[O-])cc1 | 3 | -7 | 8 | -4 | 5 | 14 | -9 | -13
CCCN(CCc1ccccc1)C1CCc2c(O)cccc2C1 (stereo unspecified) | -2 | -8 | 2 | 9 | -11 | 10 | -7 | -8
CCN(C(=O)CN1CCCCC1C)c1c(N)n(Cc2ccccc2)c(=O)[nH]c1=O (stereo unspecified) | -17 | -10 | 11 | 6 | -17 | -6 | -8 | -8
Cc1cc(C)nc(NC(=O)c2ccc(Br)s2)n1 | -2 | 14 | 20 | 1 | 1 | -1 | -8 | 0
Cc1sc2nc(CN3CCOCC3)nc(NS(=O)(=O)c3ccc4c(c3)OCCO4)c2c1C | -1 | -11 | -3 | 2 | 5 | 8 | -6 | 1
O=C(c1ccc(-c2cccc(C(F)(F)F)c2)o1)N1CCCCCCC1 | 1 | -13 | -1 | 29 | 3 | -2 | -6 | -2
O=C(NCc1ccccc1C(F)(F)F)C12CN(Cc3ccccc3)CC1C(c1ccc([N+](=O)[O-])cc1)=NO2 (stereo unspecified) | 2 | -4 | 8 | 10 | 0 | -10 | 0 | -3
COc1ccc(OC)c(-c2csc(N3CCC(c4ccccc4)CC3)n2)c1 | -3 | -10 | 5 | 10 | -7 | -11 | -4 | -6
Cc1nnc(NC(=O)CCCCCN2C(=O)C3C4C=CC(C4)C3C2=O)s1 (stereo unspecified) | 3 | -9 | 14 | 6 | -8 | -6 | -7 | 13
CN1CCN(C(=O)C2=C[C@@H](c3ccc(Br)cc3)C[C@@H](OCc3ccc(CO)cc3)O2)CC1 | -2 | -5 | 11 | 13 | -9 | 16 | 10 | 9
Following part
SMILES | SENP1 inh | SENP6 inh | SENP8 block-1 | Apaf1 inhib | SENP8 block-2 | UBC13 polyUb | APOBEC3G inh | SENP7 block
CCc1c(C)nc2ncnn2c1NC1CCCc2ccccc21 (stereo unspecified) | 0 | 0 | 13 | 7 | -11 | -1 | -4 | -7
O=C(COC(=O)/C=C/c1ccccc1[N+](=O)[O-])Nc1ccc(OC(F)F)cc1 | 2 | 0 | 13 | -6 | 1 | 4 | -2 | -1
Cc1cc(Cl)ccc1NC(=O)CN1C(=O)CSc2ccc(S(=O)(=O)N3CCOCC3)cc21 | 1 | -4 | 14 | 10 | 4 | -7 | -4 | 9
Cc1ccc(Cn2c(NCCc3ccccc3)nc3c2c(=O)n(C)c(=O)n3C)cc1 | 1 | -8 | 8 | 16 | -10 | -2 | -4 | -4
Cc1cnn2c(C3CC3)ccnc12 | 0 | 23 | 15 | 5 | -3 | -8 | 1 | -6
COc1ccc(C(=O)Nc2ccc(NC(=O)c3ccccc3OC)nc2)cc1 | 0 | 6 | -32 | 14 | 18 | 2 | -8 | 3
COc1ccc(C(=O)OCC(=O)NC(C)(C)C)cc1[N+](=O)[O-] | 1 | -11 | 12 | -8 | 2 | -1 | -2 | 3
O=C(Nc1ccccc1)c1nn(-c2ccccc2)c(=O)cc1C(F)(F)F | -23 | -9 | 35 | -18 | -6 | -7 | -4 | -4
O=C(Nc1cccc(C(=O)O)c1)/C(=C\c1ccc2c(c1)OCO2)NC(=O)c1ccc(Br)o1 | -8 | -2 | 0 | 12 | -5 | -2 | 0 | 5
CSc1ccccc1NC(=O)Nc1ccc(F)c(Cl)c1 | 2 | 77* | 13 | -5 | 68* | 10 | -3 | 87*
O=C(COC(=O)c1cnccn1)Nc1cccc(F)c1 | -1 | 6 | 6 | 3 | 0 | 1 | 7 | 7
COc1ccc(CNC(=O)CN(Cc2ccccc2)C(=O)c2csnn2)cc1 | 1 | 4 | 20 | 6 | 0 | 0 | -1 | -8
O=C(CN1CCOCC1)N(c1ccccc1)c1ccc2ccccc2c1 | -3 | -13 | -14 | 8 | 1 | 0 | -6 | 2
O=C(C1CCC1)N1CCc2cc(S(=O)(=O)NC3CCCc4ccccc43)ccc21 (stereo unspecified) | 0 | 5 | 14 | 15 | -3 | 2 | 5 | 97*
COC(=O)c1cc(S(=O)(=O)N2CCN(c3ccccc3F)CC2)c[nH]1 | 0 | 1 | 12 | 3 | -3 | 2 | -3 | 2
CCCNC(=O)C1CC(=O)N(c2ccc(OCC)cc2)C1 (stereo unspecified) | 2 | -4 | 9 | -5 | -6 | -3 | -2 | 1

SENP6 inh: what is marked active above
smiles	SENP1 inh	SENP6 inh	UBC13 polyUb	APOBEC3G inh	SENP7 block
CSc1ccccc1NC(=O)Nc1ccc(F)c(Cl)c1	2	77*	10	-3	87*
